# hcGAS lum = blocks human cGAS activity. Q8N884. recombinant h-cGAS, ATP depletion, Kinase-Glo luminescence. inhibition, % at 12.5 µM. 0.081% of 290,000 active;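 also: 0% = vehicle reaction and 100% = reaction without DNA for no activity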
# Target sequence (Q8N884 whole entry, looked up): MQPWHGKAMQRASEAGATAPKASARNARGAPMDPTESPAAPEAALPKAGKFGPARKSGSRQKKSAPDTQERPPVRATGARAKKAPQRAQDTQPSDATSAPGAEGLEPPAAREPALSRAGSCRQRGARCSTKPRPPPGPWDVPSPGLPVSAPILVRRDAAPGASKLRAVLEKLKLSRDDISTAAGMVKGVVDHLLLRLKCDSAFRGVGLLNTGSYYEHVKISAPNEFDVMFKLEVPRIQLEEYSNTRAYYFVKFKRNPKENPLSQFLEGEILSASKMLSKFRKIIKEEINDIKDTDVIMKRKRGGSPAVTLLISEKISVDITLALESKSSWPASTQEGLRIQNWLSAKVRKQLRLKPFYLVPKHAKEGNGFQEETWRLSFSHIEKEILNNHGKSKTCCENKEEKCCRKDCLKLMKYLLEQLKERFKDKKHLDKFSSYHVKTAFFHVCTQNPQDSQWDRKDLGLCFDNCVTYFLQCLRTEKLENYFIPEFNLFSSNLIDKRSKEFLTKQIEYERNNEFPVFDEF
# NPYLR7 agonist = mosquito NPYLR7 agonism; 0.15% of 270,000 active; activation, % at 10 µM; HEK293T NPYLR7/Galpha15, GCaMP6s calcium fluorescence; in the data active = activation above about 40%;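 also: 0% = vehicle and 100% = reference agonist at the receptor; some compounds past the cut are filed as inactive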
# mcGAS lum = mouse cGAS inhibition by luminescence; inhibition, % at 12.5 µM; 0.15% of 160,000 active; recombinant cGAS, Kinase-Glo ATP depletion luminescence; AID 1259399;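 also: 0% = negative control wells and 100% = reference inhibitor with no enzyme activity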
# * = called active by the depositor; · = no result given. Rule as the data show it, unless noted: active = inhibition above about 40%; inactive = the rest.
# Results follow in this order: hcGAS lum, NPYLR7 agonist, mcGAS lum
1. Cc1nc(C2CCCNC2)cc(N(C)Cc2noc3c2CCCC3)n1 (stereo not given)
    -12, 0, ·
2. Cc1cccc(C)c1Oc1ncccc1CNC(=O)c1c(C)noc1C
    -4, 1, -17
3. Cc1nnc(NC(=O)Cc2csc(-c3ccccc3)n2)s1
    -3, -1, ·
4. O=C(c1c[nH]c(=O)cn1)N1CCc2nnc(CCc3ccccc3)n2CC1
    -4, 18, -11
5. COCCn1c(C)cc(O)c(C(c2ccc(OC)cc2)N2CCN(c3ccccc3F)CC2)c1=O (stereo not given)
    -5, 11, ·
6. COCC(=O)N1CCCN(c2nc(CCC(C)C)nc3c2cnn3-c2cccc(Cl)c2)CC1
    -2, 8, -4
7. CCN(CC)C(=O)C1CCCN(C(=O)CC2(c3ccccc3Cl)CC(=O)N(CCOC)C2=O)C1 (stereo not given)
    -10, 22, -13
8. COC(=O)C(C)(Cc1ccccc1)NC(=O)c1ccc(NC(C)C)nc1 (stereo not given)
    -5, -13, -6
9. CCCn1c(=O)n(CC(O)c2ccc(F)cc2)c(=O)c2c1nc(C)n2CCOC (stereo not given)
    0, 3, ·
10. Cc1nc(-c2ccccc2Cl)sc1C(=O)NCCc1cnc[nH]1
    -4, -3, 0
11. CCc1nc2c(OCc3ccc(F)c(F)c3)cccn2c1N(C)C(=O)CC(C)C
    -3, 1, -5
12. CCc1cn[nH]c1C1CCN(Cc2cnc(-c3ccccc3OC)nc2)CC1
    0, -2, ·
13. CCOCc1[nH]c(=S)[nH]c(=O)c1Cc1ccc(OCC(C)C)cc1
    -4, -2, -8
14. COc1cn(CC(=O)NC(C)(C)C)c(CN2CCC(C)CC2)cc1=O
    -3, 0, -7
15. Cc1ccc(-n2ncc3c(=O)n(NC(=O)c4ccc(Br)cc4)cnc32)cc1C
    -9, 0, ·
16. Cc1csc2c(N3CCC4(CCC(=O)N(C)CC4)CC3)ncnc12
    -3, 17, -18
17. NCC1Cc2cc(-c3nccc(N4CCC(O)CC4)n3)cc(Cl)c2O1 (stereo not given)
    -5, 1, ·
18. Cc1cccnc1NC(=O)C(C)n1nc(-c2cccs2)ccc1=O (stereo not given)
    4, 5, ·
19. O=C(c1cccc(-n2ccc3ccccc32)c1)N1CCOCC1
    -15, -3, ·
20. O=C(NCC1(c2ccccc2)CCCC1)C1CCC(=O)N(Cc2ccccn2)C1 (stereo not given)
    -3, 16, ·
21. C=CCNC(=O)c1ccccc1N1CCC(NC(=O)NC(C)(C)C)CC1
    -6, -1, -7
22. O=C(C1CCCC1)N(CCN1CCCC1)Cc1csc(COc2ccccc2)n1
    -4, 24, -5
23. Cc1ccsc1CNCCNc1ccc(C(F)(F)F)cn1
    -12, 6, ·
24. COc1ccc(N(CC(=O)N2CCN(c3ccccc3OC)CC2)S(=O)(=O)c2ccccc2[N+](=O)[O-])c(OC)c1
    2, -7, ·
25. Cc1csc(Sc2nc(CN3CCOCC3)nc3sc(C)c(C)c23)n1
    3, -1, 1
26. Cc1cccc(C=C(C#N)C(=O)C(C)(C)C)c1
    1, 0, -1
27. COc1ccc(CN2CCN(Cc3nc4cc(OC)c(OC)cc4c(=O)[nH]3)CC2)cc1F
    -2, 1, ·
28. Cc1ccc2nc(COC(=O)C(C)N3C(=O)C4CCCCC4C3=O)cc(=O)n2c1 (stereo not given)
    0, 0, ·
29. CC1(C(=O)NS(=O)(=O)c2cccc(F)c2)CCN1C(=O)Cc1cccs1 (stereo not given)
    -4, 0, 0
30. CNc1ccc(S(=O)(=O)NC)cc1NC(=O)c1csc(C)n1
    4, 2, ·

# (further entries)
# Results follow in this order: hcGAS lum, NPYLR7 agonist, mcGAS lum
31. CC12CC3CC(C)(C1)CC(C(=O)N1CCc4sccc4C1)(C3)C2
    -3, -8, ·
32. O=C(CSCc1ccccc1Cl)N1CCC2(CCCO2)CC1
    1, -1, 1
33. CC(Cn1cccn1)C(=O)N1Cc2cnn(CCO)c2C1 (stereo not given)
    -8, ·, -12
34. CSc1ncc(CN[C@H](C)c2ccc(C)cc2)c(N2CCCC2)n1
    -7, 13, -5
35. CCCC(=O)Nc1c(-c2ccccc2OC)nc2ccc(C)cn12
    -3, -5, -2
36. CC(C)Cn1c2c(c(=O)n(C)c1=O)C(c1cccs1)C1C(=O)CC(C)(C)CC1=N2 (stereo not given)
    0, 1, -7
37. COC(=O)c1ccc(Cn2nc(-c3ccc(F)cc3)c3sc(N4CCCC4)nc3c2=O)cc1
    -6, -3, -9
38. CCCCCCCCC(=O)N(CCC)CC(=O)N(Cc1ccco1)Cc1cccn1C
    3, ·, 3
39. COc1ccc(-c2cn([C@H](CO)CC(C)C)nn2)cc1OC
    -7, 9, ·
40. CCOCC(O)CNC(=O)c1coc(CN2CCN(c3ccccc3F)CC2)n1 (stereo not given)
    -5, 4, ·
41. Cc1cc(N2CC34C=CC(O3)C(C(=O)Nc3ccc5ncsc5c3)C4C2=O)no1 (stereo not given)
    3, -1, ·
42. c1coc(-c2noc(CN3CCCCC3CCN3CCOCC3)n2)c1 (stereo not given)
    -1, 1, -12
43. Cc1cc(C)cc(-n2nc(C(=O)O)c(=O)n(Cc3cccc(Cl)c3)c2=O)c1
    2, 17, ·
44. CC(C)(C)NC(=O)COc1coc(CN2CCc3ccccc3C2)cc1=O
    4, -1, 0
45. CC(C)COc1nc(-c2cccc(C(F)(F)F)c2)n(-c2cccc(NC(=O)c3ccco3)c2)n1
    -3, 1, -7
46. CC1CN(C(=O)C(N)Cc2ccccc2)CCN1C(=O)C1CC1 (stereo not given)
    -8, 28, ·
47. Cc1ccn2c(=O)c(NC(=O)c3ccc4ccccc4c3)c(C)nc2c1
    -13, 5, ·
48. O=C1N(Cc2ccc(F)c(F)c2)CCCC1(O)CNCCc1cnccn1 (stereo not given)
    -3, 6, -9
49. Cc1cc(=O)c(C(=O)NS(=O)(=O)c2ccc(Cl)cc2)c[nH]1
    -4, 4, -9
50. CC(C)OC(=O)C1C(c2cccc(F)c2)c2c([nH][nH]c2=O)CC1(C)O (stereo not given)
    -8, -2, ·
51. COc1cc(NC(=O)NC[C@H]2O[C@@H](CO)[C@@H](O)[C@H]2N2CCOCC2)cc(OC)c1
    -5, -9, -6
52. CC(C)C(=O)N1CCC(NCC(c2ccccc2)N2CCCCCC2)CC1 (stereo not given)
    0, 1, ·
53. COc1ccc(Cl)cc1-n1c(C)c(C)n2c3c(=O)n(CCN4CCOCC4)c(=O)n(C)c3nc12
    -8, 9, ·
54. Cc1c(Cl)c([N+](=O)[O-])nn1CC(=O)N1CCN(Cc2ccccc2)CC1
    5, 7, ·
55. Cc1sc(-n2cccc2CNCc2cccs2)c(C(=O)O)c1C
    -10, 3, -2
56. CN1CCN(C(=O)c2cc3c(=O)n4ccccc4nc3s2)CC1
    -9, 8, ·
57. Cc1ccc2[nH]c(O)c(N=NC(=O)COc3c(Cl)cc(Cl)cc3Cl)c2c1
    -4, 3, -6
58. CC(C)=CCC/C(C)=C/C(=O)NC(c1ccc(F)cc1)c1ccc(SCc2ccccc2)cc1 (stereo not given)
    -7, -18, -5
59. CCCC(=O)N1CCN(C(=O)c2cn(C)cc3c(=O)n(-c4ccccc4)nc2-3)CC1
    -13, 0, -10
60. Cc1cccc(NC(=O)N(C)CCS(C)(=O)=O)c1Cl
    -9, -21, ·

# Later entries.
# Results follow in this order: hcGAS lum, NPYLR7 agonist, mcGAS lum
61. O=c1[nH]c(CN2CCN(c3cccc(Cl)c3)CC2)nc2ccccc12
    -6, 16, ·
62. CC(=O)C(Sc1ncnc2sc3c(c12)CCCC3)=C(C)O
    -1, 3, -5
63. CCCCn1c(C)c(C)n2c3c(=O)n(C)c(=O)n(C)c3nc12
    8, 5, ·
64. Cc1noc(C)c1-c1nc(CC(C)C)nn1-c1cccc2cccnc12
    -6, ·, -13
65. CCC(C(=O)NCc1ncc[nH]1)n1cc(C(C)=O)c2ccccc21 (stereo not given)
    -5, 2, ·
66. COc1cccc(C=CC(=O)c2ccc(OC)c(OC)c2)c1
    -7, -1, 39
67. CC1CCCCN1C(=O)[C@@H]1CSCN1C(=O)c1ccccc1 (stereo not given in full)
    -6, 5, ·
68. COc1ccc(NC(=O)c2ccc(Br)o2)c(OC)c1
    -6, -3, ·
69. Cc1c(C(=O)N2CCC2)cnc2c(-c3cccs3)cnn12
    -8, 19, -9
70. CC(C)CN1CC(C(=O)N2CCC(OCc3cccnc3)CC2)CC1=O (stereo not given)
    5, 16, ·
71. CSc1ccc(C=Nc2c[nH]c(=O)[nH]c2=O)cc1
    -4, -3, ·
72. Cc1ccc(CN(CCC(C)C)CC(O)c2ccccc2)s1 (stereo not given)
    -11, 30, -5
73. CC1(C(=O)NS(=O)(=O)c2ccc(Br)cc2)CCN1C(=O)CCC1CCCC1 (stereo not given)
    -3, 20, ·
74. CC(=O)Nc1sc(C)c(C)c1C(=O)OCC(=O)NC(N)=O
    1, 1, -5
75. CC(C)NS(=O)(=O)CCCOc1ccc2c(c1)OCO2
    -5, 10, -7
76. CCCCN(C(=O)COc1ccccc1)c1c(N)n(CCC)c(=O)[nH]c1=O
    3, -3, -4
77. O=C(c1ccc2n[nH]nc2c1)N1CCCC2(C1)C(=O)Nc1ccccc12 (stereo not given)
    -4, 5, ·
78. Cc1cc(-c2csc(NCC3CCCO3)n2)c(C)n1C1CC1 (stereo not given)
    -9, 13, -18
79. CNC(=O)NC(=O)CSc1nnc(-c2ccc(OC)cc2)n1C(C)C
    -3, 1, ·
80. CCc1[nH]nc(C(=O)N[C@H]2CN(C(C)C)C[C@@H]2OC)c1C
    1, ·, -3
81. CSc1ccc(C(NC(=O)c2ccc(C(F)(F)F)c(F)c2)c2cccc(Cl)c2Cl)cc1 (stereo not given)
    -1, -21, 0
82. COc1ccccc1C(=O)N[C@@H]1c2ccccc2C2(CCN(C(=O)c3cc(C)nn3C)CC2)[C@H]1OC
    -7, 2, -12
83. CN(CC1COCCO1)c1nc2nonc2nc1NCc1cccs1 (stereo not given)
    -1, 12, ·
84. O=C(CCc1ccccc1)Nc1cc(C(F)(F)F)ccc1N1CCOCC1
    -6, 0, -10
85. CC1(C(=O)N2CCC(c3n[nH]c(=O)n3Cc3ccccc3)CC2)CCCO1 (stereo not given)
    -6, 0, ·
86. O=c1[nH]c(=O)n(C2CCCCC2)c(O)c1C=C1C=Nc2ccccc21
    -3, -2, -1
87. CCOc1ccc(OCCCOc2ccccc2Cl)cc1
    1, 1, -6
88. CNC(=O)c1ccc(NC(=O)c2ccc(C3SCCCS3)cc2)c(C)c1
    8, -4, ·
89. COc1ccc(-c2ncc[nH]2)c(OC)c1C
    -6, -3, -10
90. O=S(=O)(NCc1ccccc1)c1ccc2c(c1)OCCO2
    -2, 6, -4

# Next section.
item	SMILES	hcGAS lum	NPYLR7 agonist	mcGAS lum
91	O=C1/C(=C/c2cn[nH]c2-c2ccccc2)SC(=Nc2ccccc2)N1c1ccccc1	3	-8	1
92	O=S1(=O)NC(=NCCc2cccs2)c2ccccc21	1	0	-1
93	CCc1ccc(C(=O)N2CCC3(CC2)OCC(C(=O)NCC2CCCO2)N3C(=O)c2ccc(OC)cc2)cc1 (stereo not given)	1	4	-4
94	CC(=O)Nc1ccc(S(=O)(=O)Oc2ccc(Cl)cc2CN(C(=O)c2ccccc2Cl)C2CC2)cc1	1	4	-4
95	COc1cccc(CN2CCCC(O)(CN3CCc4nc(N)sc4C3)C2=O)c1 (stereo not given)	-5	5	·
96	CCOC(=O)Cn1c(=NC(=O)c2ccc3ncsc3c2)sc2cc(S(C)(=O)=O)ccc21	-5	0	·
97	O=C(OCc1cc(-c2ccc(F)cc2F)on1)c1cccs1	-9	0	·
98	CC(c1nc(C(C)(C)C)no1)N1CCN(CC(=O)N(C)C)CC1 (stereo not given)	-7	5	·
99	CC(=O)N1CCCc2cc(S(=O)(=O)NC(C)c3ccc(Cl)cc3Cl)ccc21 (stereo not given)	1	0	·
100	COc1ccccc1Oc1ncccc1CNCc1cc2ccccc2o1	-12	15	·

# Continued:
item	SMILES	hcGAS lum	NPYLR7 agonist	mcGAS lum
101	O=C(/C=C/c1ccc(OCc2ccccn2)cc1)N1CCC12CCC2	-5	5	·
102	Clc1ccc(Oc2cc(N3CCN(Cc4ccncc4)CC3)ncn2)cc1	-5	0	1
103	CCN(CC)CCSc1nc(-c2ccccc2OC)nc2c1c(=O)n(C)c(=O)n2C	-5	-5	-6
104	Cc1nc(-c2ccccc2)sc1C(=O)Nc1cccc(-c2ccc(=O)n(C)n2)c1	-9	0	-9
105	CCN(CC)CCCNC(=O)c1cc(N2CCSCC2)nc2ccccc12	-2	2	-4
106	COc1ccc(CNC(=O)c2cccnc2N2CCN(C(=O)NCc3cccc(OC)c3)CC2)cc1	-4	13	-6
107	CC=CCn1c(N)nc2c1c(=O)[nH]c(=O)n2C	-9	0	·
108	CC(C)(C)c1ccccc1S(=O)(=O)Nc1n[nH]c2ccccc12	2	2	·
109	CCOC(=O)C1(CCc2ccccc2)CCN(C(=O)c2ccc(C#CC(C)(C)O)cc2)CC1	-2	5	-12
110	COc1ccccc1C(C)NC(=O)C1(c2ccccc2)CC1 (stereo not given)	-6	6	-9

# Continuation.
item	SMILES	hcGAS lum	NPYLR7 agonist	mcGAS lum
111	Cc1cccn2c(=O)c3cc(C#N)c(=N)n(CC4CCCO4)c3nc12 (stereo not given)	-10	5	-6
112	O=[N+]([O-])c1ccc(-c2ccc(-c3csc(Nc4ccc(F)cc4)n3)o2)cc1	-6	1	-3
113	CC(C)c1ccc(Cc2nnc(N3CCCCC3)[nH]c2=O)cc1	-7	12	·
114	O=C1CCC(c2ccc(I)cc2)=NN1	-11	17	-17

# Screens deposited in PubChem by Fisher Drug Discovery Resource Center.
